Bioassay records as filed in PubChem BioAssay.
RAD54 inh: blocks human RAD54 Holliday junction branch migration | Q92698 | FAM/BHQ fluorescence | inhibition, % at 10.4 µM | hit rate 0.14% among 360,000;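 active means mean normalized replicate activity at least 40 and at least half of replicates scoring 40 or more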;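 further: 0% = median of neutral control wells and 100% = median of positive control wells; inhibitors cause a drop in the FAM fluorescence signal; in these data hits start at about 50%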
ERp5 inh: inhibitors of human ERp5. hit rate 0.05% among 350,000. inhibition, % at 9.99 µM. ERp5 insulin aggregation, absorbance 650 nm, 90 min;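 active means mean replicate inhibition above about 25%, with every replicate also reaching it, limit read from the data, passing the limit was not always enough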
S100A4 inh HTS: blocks human S100A4 binding to myosin IIA peptide. S100A4/TAMRA-MyoIIA peptide fluorescence polarization. inhibition, % at 10.7 µM. hit rate 0.14% among 360,000. AID 652163;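 active means mean inhibition of at least 70% across replicates, with every replicate also reaching that level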
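Assay system: human S100A4 monomer with TAMRA-labelled myosin IIA peptide / Buffer or medium: Calcium-containing HEPES buffer, pH 7.2 / Reagent: TAMRA-labelled myosin IIA heavy-chain peptide probe, 5 nM / Compound: one dose per compound / Timing: polarization read 5 min after assay mix addition, stable 5–60 min / Benchmarks: neutral control DMSO, positive control TFP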
esBAF inh: inhibitors of esBAF chromatin remodeling in mouse ES cells. reporter increase, % at 12.5 µM. Bmi1-luciferase knock-in reporter, 24 h; 100% = twice the neutral-well signal. AID 602393. hit rate 2% among 350,000; in the data active means activation above about 40%;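 further: 0% = median of the plate's neutral control wells and 100% = double that signal; a rise in the Bmi1 reporter signal indicates esBAF inhibition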
E-selectin induc: induces E-selectin expression in human endothelial cells | P16581 | HUVEC E-selectin immunofluorescence imaging; normalized: neutral wells 0, TNF-alpha wells 100 | activation, % at 7.58 µM | hit rate 0.37% among 260,000 | AID 686992;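 active means mean E-selectin-positive cell signal at least 10% of the positive control, reached in at least 60% of replicates, without over 20% cell loss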;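 further: in these data hits start at about 27%; measured in HUVEC primary endothelial cells; signal is the percent of cells scored E-selectin positive by PE staining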
Target sequence (P16581 whole entry, looked up): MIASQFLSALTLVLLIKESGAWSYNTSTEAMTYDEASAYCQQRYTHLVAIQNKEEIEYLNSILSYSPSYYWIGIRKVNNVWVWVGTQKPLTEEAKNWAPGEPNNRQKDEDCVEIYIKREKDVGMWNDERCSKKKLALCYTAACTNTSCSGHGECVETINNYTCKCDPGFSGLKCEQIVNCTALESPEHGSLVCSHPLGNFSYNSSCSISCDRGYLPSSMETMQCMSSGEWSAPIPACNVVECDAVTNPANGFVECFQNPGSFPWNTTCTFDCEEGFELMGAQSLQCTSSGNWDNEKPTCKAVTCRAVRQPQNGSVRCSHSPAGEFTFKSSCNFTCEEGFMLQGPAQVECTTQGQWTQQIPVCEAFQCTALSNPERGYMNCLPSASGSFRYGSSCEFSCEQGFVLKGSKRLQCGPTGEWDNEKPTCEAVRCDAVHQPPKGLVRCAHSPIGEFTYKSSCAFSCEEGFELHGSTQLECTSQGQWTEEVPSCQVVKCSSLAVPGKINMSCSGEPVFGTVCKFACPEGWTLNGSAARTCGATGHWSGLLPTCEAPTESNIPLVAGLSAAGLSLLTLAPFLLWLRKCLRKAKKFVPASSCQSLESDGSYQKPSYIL
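System: HUVEC / Compound: single concentration / Signal: immunofluorescence imaging / Read-out: percent E-selectin-positive cells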
ERAP1 inh: blocks human ERAP1 aminopeptidase activity; inhibition, % at 10.7 µM; Q9NZ08; AID 652197; recombinant ERAP1, Leu-AMC fluorescence, 60 min; hit rate 0.15% among 340,000;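 active means mean replicate inhibition of at least 30%, or all replicates individually reaching that 30% level; inactive means mean below 30% and not every replicate reaching it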;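 further: 0% = neutral control wells and 100% = L-leucinethiol positive control wells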
RAD52 inh: blocks human RAD52 DNA annealing; AID 651710; hit rate 0.46% among 360,000; inhibition, % at 18.7 µM; recombinant RAD52 DNA annealing, FRET fluorescence; P43351;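 active means every replicate showing at least 50% inhibition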
Target sequence (P43351 whole entry, looked up): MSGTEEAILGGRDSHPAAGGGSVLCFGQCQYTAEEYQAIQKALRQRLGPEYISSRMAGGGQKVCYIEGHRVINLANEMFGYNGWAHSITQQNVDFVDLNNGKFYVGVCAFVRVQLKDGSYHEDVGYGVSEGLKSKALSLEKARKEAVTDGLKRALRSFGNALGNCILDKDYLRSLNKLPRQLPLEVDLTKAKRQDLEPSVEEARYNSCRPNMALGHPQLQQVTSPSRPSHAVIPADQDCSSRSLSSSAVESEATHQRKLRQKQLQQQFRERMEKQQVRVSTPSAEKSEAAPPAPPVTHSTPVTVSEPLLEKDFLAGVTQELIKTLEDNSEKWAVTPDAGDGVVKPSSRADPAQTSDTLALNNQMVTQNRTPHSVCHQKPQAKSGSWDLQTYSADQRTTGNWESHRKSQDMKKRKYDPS
XiGFP reactiv: activators of X-chromosome reactivation in mouse fibroblasts; XiGFP mouse fibroblasts, % GFP-positive cells imaging, 3 d; cells co-treated with 5-aza-dC sensitizer; scaled so ellipticine positive control = 100%; activation, % at 7.58 µM; hit rate 0.055% among 360,000;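 active means mean normalized replicate activation at least 10% and every replicate at or above 10%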;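 further: 0% = median of on-plate neutral control wells and 100% = ellipticine 6 µM median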
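System: XiGFP fibroblasts, SV40-immortalized. Medium: DMEM plus 5-aza-dC sensitizer. Doses: single point. Timing: 3 d treatment, 15 min room-temperature fixation. Control set: ellipticine 6 µM.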
* = called active by the depositor.

Sample of the layout, 2 compounds:
Results for O=C(CSc1nnc(-c2cccnc2)o1)Nc1ccc(Br)cc1 ?
RAD54 inh: -13; ERp5 inh: 4; S100A4 inh HTS: -4; esBAF inh: 11; ERAP1 inh: -3; RAD52 inh: -10; XiGFP reactiv: -0.1

What do the screens show for `C[C@@H]1CCCCO[C@H](CN(C)C(=O)Nc2ccc(F)cc2)[C@H](C)CN([C@@H](C)CO)C(=O)c2cc(NS(C)(=O)=O)ccc2O1`?
RAD54 inh: 1; ERp5 inh: 3; S100A4 inh HTS: 5; esBAF inh: 3; E-selectin induc: 0.3; ERAP1 inh: 0; RAD52 inh: 2; XiGFP reactiv: -0.2

The whole of this part, from the start:
Results for O=C(CSc1nnc(-c2cccnc2)o1)Nc1ccc(Br)cc1 ?
RAD54 inh: -13; ERp5 inh: 4; S100A4 inh HTS: -4; esBAF inh: 11; ERAP1 inh: -3; RAD52 inh: -10; XiGFP reactiv: -0.1

What do the screens show for `C[C@@H]1CCCCO[C@H](CN(C)C(=O)Nc2ccc(F)cc2)[C@H](C)CN([C@@H](C)CO)C(=O)c2cc(NS(C)(=O)=O)ccc2O1`?
RAD54 inh: 1; ERp5 inh: 3; S100A4 inh HTS: 5; esBAF inh: 3; E-selectin induc: 0.3; ERAP1 inh: 0; RAD52 inh: 2; XiGFP reactiv: -0.2

How did Cc1nnsc1C(=O)N/N=C/c1ccccc1Cl do in these assays?
ERp5 inh: 2; S100A4 inh HTS: 0; E-selectin induc: -0.2; ERAP1 inh: -2; RAD52 inh: -6; XiGFP reactiv: -0.1

How did Cc1cc(C)c(NC(=O)CSc2nc(=O)n3cc(C)ccc3n2)c(C)c1 do in these assays?
ERp5 inh: 2; S100A4 inh HTS: -2; E-selectin induc: -1.5; ERAP1 inh: -4; RAD52 inh: -8; XiGFP reactiv: -0.1

Results for COc1ccc(COCC23N=C4SCc5ccccc5CN4[C@H](c4ccccc4O2)[C@H]3CO)cc1 ?
RAD54 inh: 2; ERp5 inh: -2; S100A4 inh HTS: -4; ERAP1 inh: -1; RAD52 inh: 31

How did CCCOc1ccc(C2=CSC3=NCCN23)cc1 do in these assays?
RAD54 inh: -4; ERp5 inh: -1; S100A4 inh HTS: -6; esBAF inh: 2; E-selectin induc: 6.3; ERAP1 inh: -3; RAD52 inh: -17; XiGFP reactiv: 0.0

What do the screens show for `CCOC(=O)C1=C(C)NC(C)=C(C(=O)OCC)C1C(=O)OCC(=O)NC1CCCCC1`?
RAD54 inh: -6; ERp5 inh: 11; S100A4 inh HTS: -2; esBAF inh: -2; E-selectin induc: 0.2; ERAP1 inh: 8; RAD52 inh: -5; XiGFP reactiv: 0.0

Results for O=C(CSc1nnc2n1CCCCC2)Nc1ccc(N2CCOCC2)cc1 ?
RAD54 inh: 6; ERp5 inh: -11; S100A4 inh HTS: -1; esBAF inh: 0; E-selectin induc: 0.2; ERAP1 inh: 0; RAD52 inh: -8; XiGFP reactiv: 0.0

Results for NS(=O)(=O)c1cccc(NC(=O)COC(=O)c2cc([N+](=O)[O-])ccc2N2CCCC2)c1 ?
RAD54 inh: -9; ERp5 inh: -4; S100A4 inh HTS: -5; esBAF inh: -2; E-selectin induc: -0.3; ERAP1 inh: 0; RAD52 inh: -16; XiGFP reactiv: -0.1

What do the screens show for `Cc1ccc(NC(=O)/C=C/c2ccco2)cc1S(=O)(=O)N1CCCCCC1`?
RAD54 inh: -10; ERp5 inh: 7; S100A4 inh HTS: -13; esBAF inh: 5; ERAP1 inh: -2; RAD52 inh: -27; XiGFP reactiv: -0.2

Results for N#C/C(=C\c1ccc(O)cc1)C(=O)NCc1ccccc1 ?
RAD54 inh: 2; ERp5 inh: 2; S100A4 inh HTS: 1; esBAF inh: 0; ERAP1 inh: -1; RAD52 inh: -26; XiGFP reactiv: 0.1

How did CN(C)C(=O)c1ccc(-c2ccc3c(c2)[C@H]2[C@H](CCN2C(=O)C2CCOCC2)[C@H](CO)N3C)cc1 do in these assays?
RAD54 inh: 3; ERp5 inh: 9; S100A4 inh HTS: -20; esBAF inh: -2; E-selectin induc: 0.2; ERAP1 inh: 2; RAD52 inh: -46; XiGFP reactiv: 0.0

How did CC1=C(C(=O)N(C)C)CC(CC(=O)NCc2cccc3ccccc23)C(=O)N1Cc1ccc(C(C)(C)C)cc1 (centres undefined) do in these assays?
RAD54 inh: 5; ERp5 inh: -3; S100A4 inh HTS: 1; esBAF inh: -2; E-selectin induc: 0.1; ERAP1 inh: -3; RAD52 inh: -15; XiGFP reactiv: 0.1

How did O=C(COC(=O)c1cc(=O)[nH]c2ccccc12)NCc1ccccc1 do in these assays?
RAD54 inh: 0; ERp5 inh: 4; S100A4 inh HTS: 1; esBAF inh: 5; E-selectin induc: -0.1; ERAP1 inh: 5; RAD52 inh: 6; XiGFP reactiv: 0.3

How did CC(=O)c1ccc(S(=O)(=O)NCC(=O)Nc2nc3ccccc3[nH]2)cc1 do in these assays?
RAD54 inh: -3; S100A4 inh HTS: -14; esBAF inh: -7; E-selectin induc: -1.9; ERAP1 inh: 2; RAD52 inh: -23; XiGFP reactiv: 0.0

What do the screens show for `COc1ccc(C#Cc2ccc([C@H]3[C@H](CO)N4CCCCN(C(=O)Nc5cccc(F)c5)C[C@@H]34)cc2)cc1`?
RAD54 inh: 27; ERp5 inh: -2; S100A4 inh HTS: -3; esBAF inh: -13; ERAP1 inh: -2; RAD52 inh: -27

How did Cc1ccccc1OCC(=O)Nc1ccc(C(=O)Nc2ccccc2C(=O)O)cc1 do in these assays?
RAD54 inh: -13; ERp5 inh: 9; S100A4 inh HTS: 6; esBAF inh: -2; E-selectin induc: -0.4; ERAP1 inh: 0; RAD52 inh: -32; XiGFP reactiv: 0.5

Results for C[C@@H]1CCCCO[C@@H](CN(C)C(=O)c2ccccc2)[C@H](C)CN([C@H](C)CO)C(=O)c2cc(NC(=O)c3ccccc3)ccc2O1 ?
RAD54 inh: -2; ERp5 inh: -1; S100A4 inh HTS: -6; ERAP1 inh: 1; RAD52 inh: 2; XiGFP reactiv: 0.0

What do the screens show for `C[C@H]1CN([C@@H](C)CO)C(=O)c2ccccc2-c2ccccc2CO[C@H]1CN(C)Cc1ccc(Oc2ccccc2)cc1`?
ERp5 inh: -2; S100A4 inh HTS: 7; E-selectin induc: -0.2; ERAP1 inh: 0; RAD52 inh: 6; XiGFP reactiv: 0.2

Results for O=C(c1ccncc1)N1CC(=O)N2[C@H](C1)[C@H](c1ccc(-c3cccnc3)cc1)[C@@H]2CO ?
ERp5 inh: 12; S100A4 inh HTS: -13; E-selectin induc: 0.0; ERAP1 inh: 1; RAD52 inh: -5; XiGFP reactiv: 0.1

How did O=C(NC1CCCC1)c1cc(-c2ccccc2O)on1 do in these assays?
RAD54 inh: 1; ERp5 inh: 4; S100A4 inh HTS: 2; esBAF inh: 61*; E-selectin induc: 47*; ERAP1 inh: 0; RAD52 inh: -8; XiGFP reactiv: 0.2

How did Cc1ccc(-n2c(O)c(C=Nc3cc(C)on3)c3ccccc3c2=O)c(C)c1 do in these assays?
ERp5 inh: -1; S100A4 inh HTS: -3; ERAP1 inh: 1; RAD52 inh: -39; XiGFP reactiv: 0.0

What do the screens show for `COc1cc2ccccc2cc1C(=O)NC1CCCC1`?
RAD54 inh: 1; ERp5 inh: -10; S100A4 inh HTS: -1; esBAF inh: 96*; E-selectin induc: 0.2; ERAP1 inh: -4; RAD52 inh: -7; XiGFP reactiv: 0.3

Results for Cc1n[nH]c(=S)n(NC(=O)CC(=O)Nn2c(=S)[nH]nc(C)c2=O)c1=O ?
ERp5 inh: 0; S100A4 inh HTS: -1; ERAP1 inh: 0; RAD52 inh: -14; XiGFP reactiv: 0.0

Results for COc1ccc2nc(SCC(=O)N(C)C3CCCCC3)[nH]c2c1 ?
RAD54 inh: -1; ERp5 inh: 3; S100A4 inh HTS: -6; esBAF inh: 11; ERAP1 inh: 0; RAD52 inh: -2; XiGFP reactiv: 0.0

What do the screens show for `O=C(C1CC1)N1C[C@H]2[C@@H](c3ccccc31)[C@@H](CO)N2S(=O)(=O)c1ccccc1`?
RAD54 inh: -6; esBAF inh: 1; E-selectin induc: -0.1; XiGFP reactiv: 0.0

Results for COc1ccc(NC(=O)Nc2ccc3c(c2)C(=O)N([C@@H](C)CO)C[C@H](C)[C@@H](CN(C)Cc2ccc(C(F)(F)F)cc2)O3)cc1 ?
RAD54 inh: 3; ERp5 inh: 1; S100A4 inh HTS: -3; esBAF inh: -1; E-selectin induc: -0.1; ERAP1 inh: -1; RAD52 inh: 21; XiGFP reactiv: -1.2

How did CS(=O)(=O)CCC(C(=O)OCC(=O)c1ccc(Cl)cc1)N1C(=O)c2ccccc2C1=O (centres undefined) do in these assays?
RAD54 inh: 4; ERp5 inh: 4; S100A4 inh HTS: 17; ERAP1 inh: -2; RAD52 inh: -10; XiGFP reactiv: 0.0

Results for O=C(OCCCN=C1NS(=O)(=O)c2ccccc21)c1ccc([N+](=O)[O-])cc1 ?
ERp5 inh: 0; S100A4 inh HTS: 1; ERAP1 inh: -4; RAD52 inh: -15; XiGFP reactiv: 0.0

Results for [N-]=[N+]=CC(=O)C(c1ccccc1)(c1ccccc1)c1ccccc1 ?
RAD54 inh: -1; S100A4 inh HTS: -1; ERAP1 inh: 0; RAD52 inh: -21; XiGFP reactiv: 0.0

How did O=C(NNC(=S)NC1CCCCC1)c1ccc(Cl)s1 do in these assays?
ERp5 inh: -1; S100A4 inh HTS: -4; E-selectin induc: -0.8; ERAP1 inh: 2; RAD52 inh: -2; XiGFP reactiv: 0.0

How did O=C(NC1CCN(C(=O)Nc2ccc(F)cc2)CC1)c1ccc(F)cc1 do in these assays?
RAD54 inh: 5; ERp5 inh: 2; S100A4 inh HTS: -1; esBAF inh: 8; E-selectin induc: -0.1; ERAP1 inh: -4; RAD52 inh: -8; XiGFP reactiv: 0.3

What do the screens show for `COc1ccc(C)cc1NC(=O)n1ncc2c(C)cccc21`?
RAD54 inh: -8; ERp5 inh: 1; S100A4 inh HTS: -6; esBAF inh: -4; E-selectin induc: 0.2; ERAP1 inh: 1; RAD52 inh: 1; XiGFP reactiv: 0.0

What do the screens show for `Cc1c(C(=O)NCc2cccs2)sc(=O)n1Cc1ccc(S(C)(=O)=O)cc1`?
RAD54 inh: -12; ERp5 inh: 1; S100A4 inh HTS: 1; esBAF inh: 5; RAD52 inh: -13; XiGFP reactiv: 0.0

How did C/C=C/c1ccc([C@@H]2[C@@H](CO)N(C(=O)C3CC3)[C@H]2CN(C)C(=O)C2CC2)cc1 do in these assays?
RAD54 inh: 1; esBAF inh: -6; E-selectin induc: 15; XiGFP reactiv: 0.0

What do the screens show for `O=C1C2C(C(=O)N1/N=C/c1cc([N+](=O)[O-])c(O)cc1O)C1C=CC2C12CC2` (centres undefined)?
ERp5 inh: 1; S100A4 inh HTS: 3; E-selectin induc: -0.9; ERAP1 inh: -2; RAD52 inh: -4; XiGFP reactiv: 0.0

How did CCCNC(=O)Cn1cnc2sc(C(=O)N3CCN(c4ccc(F)cc4)CC3)c(C)c2c1=O do in these assays?
RAD54 inh: 4; ERp5 inh: 2; S100A4 inh HTS: -14; esBAF inh: -9; ERAP1 inh: -9; RAD52 inh: -5

2 compounds picked at random from the list so far:
How did O=C(NNC(=S)NC1CCCCC1)c1ccc(Cl)s1 do in these assays?
ERp5 inh: -1; S100A4 inh HTS: -4; E-selectin induc: -0.8; ERAP1 inh: 2; RAD52 inh: -2; XiGFP reactiv: 0.0

How did C/C=C/c1ccc([C@@H]2[C@@H](CO)N(C(=O)C3CC3)[C@H]2CN(C)C(=O)C2CC2)cc1 do in these assays?
RAD54 inh: 1; esBAF inh: -6; E-selectin induc: 15; XiGFP reactiv: 0.0
